# TTR transcr act: TTR transcription activation, primary screen. SH-SY5Y TTR promoter Gaussia luciferase, luminescence; 100% = recombinant luciferase protein wells. activation, % at 16.7 µM. 92,000 tested, 1.3% active;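 active = activation above the mean of all tested compounds plus 3 SD, cut at about 9.5% in these data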;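 also: cells exposed to compounds for one day before reading; 0% = median of all test compound wells on the plate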
# The depositor's hits bear a star.
smiles	TTR transcr act
CN(CCNC(=O)C1CCN(c2ncnc3c2nc2n3CCCCC2)CC1)Cc1ccccc1	0.4
CCCCC(O)(CCCC)C(=O)NNc1ccccc1	0.8
OC(c1cccs1)(c1cccs1)C1C[N+]2(CF)CCC1CC2 (configuration not stated)	-4.2
COC(=O)[C@@H]1C[C@@]2(O)[C@H](O)[C@H](O)[C@H](O)C[C@H]2N1CC(c1ccccc1)c1ccccc1	2.4
Cc1c(Br)c(C(=O)NNC(=O)c2ccc(C(C)(C)C)cc2)nn1C	-0.8
O=C(COC(=O)c1ccc(Cl)nc1)Nc1cc(S(=O)(=O)N2CCCCC2)ccc1Cl	-0.8
CN(C)CCN(C(=O)c1cccc(N2C(=O)CCC2=O)c1)c1nc2ccc(Br)cc2s1	1.7
Cn1cnnc1SCC(=O)Nc1ccc(Cl)cc1	13*
CCOC(=O)C1=C(C)NC(C)=C(C(=O)OCC)C1C(=O)OCC(N)=O	1.4
Oc1ccccc1-c1cc(-c2ccccc2)no1	-0.9
CC(C)Cc1nc(N2CCCCC2)c(C#N)c2c1CCC2	1.6
c1ccc(Nc2nc(-c3ccccc3)nc3ccccc23)cc1	-1.2
Cc1ccsc1C(=O)NNC(=O)C1CC=CCC1C(=O)O (configuration not stated)	0.5
Cc1noc(C)c1S(=O)(=O)Nc1ccc(C(C)C)cc1	-1.8
CN(C)CCCN(C(=O)CCc1ccccc1)c1nc2ccc(Cl)cc2s1	-2.8
CCN(C(=O)CSc1ncccc1C(=O)OC(C)C)c1cccc(C)c1	0.5
CN1COc2ccc3ccccc3c2C1	1.5
O=c1[nH]c(CN2CCN(S(=O)(=O)c3ccc4ccccc4c3)CC2)nc2ccccc12	-1.2
O=C1C2C3CCCC3=C3CCCC3C2C(=O)N1c1ccc(F)cc1 (configuration not stated)	5.0
Cc1ccc(N2CC(NC(=O)N3CCN(C(=O)c4ccco4)CC3)CC2=O)cc1 (configuration not stated)	0.6
NC(=O)C1CCN(CC(=O)Nc2ccccn2)CC1	-1.0
O=C(Nc1nnc(-c2ccccc2)o1)c1nc2ccccc2s1	15*
CCOC(=O)c1c(C)nc2c3ccccc3ccn12	0.1
O=C(/C=C/c1cccc(Cl)c1)NCc1ccncc1	-0.2
CC(=O)Nc1ccc(S(=O)(=O)N2CCN(CCc3ccccc3)CC2)cc1	0.2
Cc1cc(C)nc(SCCC(=O)Nc2cccc3ccccc23)n1	13*
C=CCC1c2cccc(C(=O)O)c2C(=O)N1c1cccc(OC)c1 (configuration not stated)	-0.4
CCN(CC)CC(=O)Nc1cc(N(C)C)nc2ccccc12	0.9
Cc1ccc(S(=O)(=O)N2[C@@H](c3ccccc3)C(C(=O)O)=CC[C@H]2c2ccc(Cl)c(Cl)c2)cc1	-1.1
COc1ccc2cc(S(=O)(=O)NCCCN3CCOCC3)ccc2c1	-0.7
CC(C)(C)C(=O)N1CCC2CC1c1cc(Cl)ccc12 (configuration not stated)	2.5
Cc1cc(=O)[nH]c(N/N=C/c2c[nH]c3ccccc23)n1	1.4
Cn1c(=O)oc2cc(S(=O)(=O)Nc3ccc(C(=O)O)cc3)ccc21	1.0
CCC(=O)Nc1nnc(SCC(=O)NCCc2ccc(OC)c(OC)c2)s1	-0.7
O=C(NCCc1c[nH]c2ccccc12)OCc1cn(-c2ccc(F)cc2)nn1	1.7
O=C(COC(=O)/C=C/c1ccccc1Cl)Nc1cccnc1Cl	3.0
O=C(COC(=O)CNS(=O)(=O)/C=C/c1ccccc1)Nc1cc(S(=O)(=O)N2CCCCC2)ccc1Cl	3.3
COc1cc(CCC(=O)OCC(=O)Nc2c(C)cc(C)cc2C)cc(OC)c1OC	2.1
CCN(CC)S(=O)(=O)c1ccc(Nc2nc3ccccc3n3nnnc23)cc1	-2.6
Cc1ccc(NC(=O)n2ncc3c(C)cccc32)cc1F	-1.1
O=C(O)C1Cc2ccccc2CN1S(=O)(=O)c1ccc2ccccc2c1 (configuration not stated)	4.0
O=C(NCCCNC(=O)c1ccc(-c2cccc(Cl)c2)o1)c1cnccn1	0.7
CN(C(=O)COC(=O)c1cnc(Cl)c(Cl)c1)C1CCS(=O)(=O)C1 (configuration not stated)	-0.3
COc1ccc(OCC(=O)NC(=S)Nc2ccc(S(=O)(=O)Nc3cc(C)on3)cc2)cc1	1.4
COc1ccc(N2CCN(S(=O)(=O)Cc3ccccc3)CC2)cc1	-3.3
CCOC(=O)c1sc(-c2ccccc2)cc1NC(=O)Nc1ccccc1	3.3
O=C(C1CCCN(S(=O)(=O)c2cccc3nsnc23)C1)N1CCCCCC1 (configuration not stated)	0.3
CCC(C(=O)OCCOCCN(CC)CC)c1ccccc1 (configuration not stated)	1.5
Cc1ccc(S(=O)(=O)Nc2nsc(N)n2)cc1	0.9
O=C(CN(Cc1ccccc1)S(=O)(=O)c1cccc(C(F)(F)F)c1)NC1CCCCC1	-1.0

# 7 consecutive entries from above:
smiles	TTR transcr act
CC(C)Cc1nc(N2CCCCC2)c(C#N)c2c1CCC2	1.6
c1ccc(Nc2nc(-c3ccccc3)nc3ccccc23)cc1	-1.2
Cc1ccsc1C(=O)NNC(=O)C1CC=CCC1C(=O)O (configuration not stated)	0.5
Cc1noc(C)c1S(=O)(=O)Nc1ccc(C(C)C)cc1	-1.8
CN(C)CCCN(C(=O)CCc1ccccc1)c1nc2ccc(Cl)cc2s1	-2.8
CCN(C(=O)CSc1ncccc1C(=O)OC(C)C)c1cccc(C)c1	0.5
CN1COc2ccc3ccccc3c2C1	1.5

# (list continues)
smiles	TTR transcr act
CCOC(=O)C(C(=O)OCC)N(C#N)c1nc(N(C)C)nc(N(C)C)n1	0.4
COCC1CCN(C(=O)C2CCC(=O)N(Cc3cccc(F)c3)C2)CC1 (configuration not stated)	-1.0
COc1ccccc1OCc1cc(C(=O)NCCN2CCCC(O)C2)no1 (configuration not stated)	-0.6
COc1ccccc1OCCC(=O)Nc1cccc(S(=O)(=O)N2CCCCC2)c1	1.6
COc1ccc(CCNS(=O)(=O)c2cccc([N+](=O)[O-])c2)cc1	-0.7
O=C(Nc1ccncc1)c1cccc(F)c1	-1.6
O=C(NCC1CCCO1)c1sc2ccccc2c1Cl (configuration not stated)	0.9
O=C(CSc1ccc2c(c1)OCCO2)NCC1CCCO1 (configuration not stated)	-2.8
O=C1c2cccc3cccc(c23)C(=O)N1c1ccc(O)cc1	-0.7
CN(C)S(=O)(=O)c1cccc(NC(=O)CCSc2ccc(Cl)cc2)c1	-0.4
Cc1cc(C)n(-c2nc(NCCC(C)C)c3c4c(sc3n2)COC(C)(C)C4)n1	1.1
C[C@@H]1COc2cc(N3CCSCC3)ccc2S(=O)(=O)N1C	-1.0
Cc1c(NC(=O)C(c2ccccc2)c2ccccc2)cccc1C(=O)O	-0.9
COc1cccc(COC(=O)C2CCN(S(=O)(=O)c3ccc(C)cc3C)CC2)c1OC	-1.9
O=c1c2cn[nH]c2nc(SCc2cc(=O)n3cc(Br)ccc3n2)n1-c1ccc(Br)cc1	-0.5
O=c1c2cc3c(cc2[nH]c(=S)n1CCN1CCOCC1)OCO3	-2.2
Cc1ccc(OCC(=O)N/N=C\c2cn(C)c3ccccc23)c([N+](=O)[O-])c1	-2.0
COc1ccccc1NC(=O)CN1CCOCC1	0.3
Cc1ccccc1CN1CCCCC(NC(=O)c2ccccc2)C1=O (configuration not stated)	1.7
O=C(CSc1nnc(COc2ccccc2)o1)N1CCOCC1	3.0
COc1ccc(/C=C/C(=O)OCC(=O)Nc2cccc(Oc3ccccc3)c2)c(OC)c1	-0.2
COc1ccc(CCC(=O)NNC(=O)Nc2ccc(C(C)C)cc2)cc1	-1.0
O=C(NC1CCCC1)c1cc(-c2ccc(F)cc2)on1	-3.2
Cc1ccccc1C(=O)c1cccn1CC(=O)NCC1CCCO1 (configuration not stated)	8.5
Cc1ccc(-n2c(CSc3nc(C)cc(C)n3)n[nH]c2=S)cc1	26*
CCOc1ccc(C(NC(=O)CC)c2c(O)ccc3ccccc23)cc1 (configuration not stated)	1.0
O=C(/C=C/c1ccc2c(c1)OCO2)Nc1cccnc1	2.6
O=C(COC(=O)c1cccc(Br)c1)NCCc1ccccc1	1.2
C=CCNc1nc(-c2c(C)nc3ncccn23)cs1	1.7
CN(C)c1ccc(Cn2c(=O)n(Cc3ccc(C(=O)NCC4COC4)cc3)c(=O)c3ccccc32)cc1	-1.0
COc1cccc(-n2cnc(=O)c3cccnc32)c1	0.3
COCCNC(=O)Cc1ccc(F)cc1	4.2
Cn1cnc([N+](=O)[O-])c1Sc1nc(N)nc2c1ncn2C1CC(O)C(CO)O1 (configuration not stated)	0.2
O=C(COC(=O)c1ccc(F)cc1)NCC1CCCCC1	-0.5
CC(C)C[C@@H]1Cc2[nH]c(=S)[nH]c(=O)c2[C@H](CCc2ccccc2)O1	2.3
Clc1ccccc1-c1nnn(Cc2ccc(-c3nn[nH]n3)cc2)n1	-0.7
COCCSc1ccccc1C(=O)Nc1ccccc1C#N	0.8
CN(CCc1cn[nH]c1)C(=O)CC1C(=O)NCCN1Cc1ccccc1C(F)(F)F (configuration not stated)	1.3
CN(C)S(=O)(=O)c1ccc(C(=O)Oc2coc(CSc3ncccn3)cc2=O)cc1	0.0
Cc1ccc(Cn2c(C(CO)Nc3nc(-c4ccc(Cl)c([N+](=O)[O-])c4)cs3)nc3ccccc32)cc1 (configuration not stated)	0.2
COC(=O)c1ccccc1NC(=O)/C=C/C(=O)O	2.7
Cc1ccc(C2=NN3C(C(=O)c4ccccc4)Oc4ccccc4C3C2)cc1 (configuration not stated)	4.9
O=C(CCNS(=O)(=O)c1ccccc1)NCCSc1ccc(Br)cc1	-2.3
CC(=O)c1ccc(NC(=O)c2noc(C(C)C)c2[N+](=O)[O-])cc1	1.9
CCOC(=O)[C@]12CCCC=C1N(CCC1=CCCCC1)C(=O)[C@H](CC(=O)NCC1CCCCC1)C2	-2.0
C=CCn1c(SCC(=O)NCC(c2ccccc2)N(C)C)nc2sc3c(c2c1=O)CCC3 (configuration not stated)	2.0
COCCNC(=O)COc1ccc(N(C)S(=O)(=O)c2ccc3ccccc3c2)cc1	0.4
CCCOc1cc(C)c(S(=O)(=O)NCCOC)cc1C	0.5
CCCOc1ccc(NC(=O)C2CC(=O)N3CCCN=C3S2)cc1 (configuration not stated)	1.3
CCOC(=O)CC[C@H](NC(=O)Cn1cnc2c(NCc3ccccc3)ncnc21)C(=O)OCC	1.6

# More structures.
smiles	TTR transcr act
CCC(=O)NC(=S)Nc1ccc(NC(=O)COc2ccc(Cl)c(C)c2)cc1	-1.1
CC(C)Oc1cc(C(=O)NC2CCCCC2)c2ccccc2n1	-2.8
CCCNC(=O)C(Cc1ccccc1)NS(=O)(=O)c1ccc2c(c1)c(=O)n(C)c(=O)n2C (configuration not stated)	1.4
Cc1ccc(NC(=O)CSc2nc3nc(C)cc(C)c3c(=O)[nH]2)cc1	1.7
CCN1CCN(c2nc3c(C)cccn3c(=O)c2/C=C(\C#N)C(=O)NCCOC)CC1	-0.1
COc1ccc(/C=N/NC(=O)c2cc(C)n(-c3ccccc3)c2C)cc1OC	0.7
Cc1ccc(/C=N/NC(=O)Cc2cccn2C)cc1	1.1
Cc1cccc(N2CCN(CC(O)COc3ccc4ccccc4c3)CC2)c1 (configuration not stated)	1.8
Cc1ccc(C(=O)OCC(=O)NCCN2C(=O)CSC2=O)cc1[N+](=O)[O-]	3.7
COC(=O)c1ccc(S(=O)(=O)N2CCCCCC2)cc1	-0.2
CCn1c(CC(=O)Nc2ccccc2F)nnc1SCC(=O)NC1CCCC1	0.1
COc1cc(C2C(C#N)=C(N)Oc3cc(C)oc(=O)c32)cc2c1OCO2 (configuration not stated)	-1.8
O=C(N/N=C/C=C/c1ccccc1)c1cccnc1	1.8
CCN1CCN(c2ccc(NC(=O)c3ccc(C#N)cc3F)cc2Cl)CC1	2.1
O=C(c1cc([N+](=O)[O-])ccc1N1CCCCC1)N1CCCCC1	-0.1
O=C1CC(c2cccc(Cl)c2)Cc2nc(N3CCN(c4ccccc4)CC3)ncc21 (configuration not stated)	1.4
Cc1c(Br)c([N+](=O)[O-])nn1CC(=O)NCCc1c[nH]c2ccccc12	-0.6
COc1ccc(/C=C/C(=O)NC(=S)Nc2ccc(N3CCN(C(C)=O)CC3)cc2)cc1	4.1
CCOc1cc(C(=S)N2CCOCC2)ccc1OC(=O)/C=C/c1ccc(OC)c(OC)c1	-2.4
Cc1nn(-c2ccccc2)c(C)c1C(=O)OCC(=O)Nc1ccc(C(N)=O)cc1	-0.5
Cc1cccc(CC(=O)N2CCC(n3nccc3NC(=O)C3CC3)CC2)c1	-0.4
O=C(NC12CC3CC(CC(C3)C1)C2)c1cccnc1	-2.0
CCN(CC(=O)Nc1ccc(NC(C)=O)cc1)C(=O)/C=C/c1cn(Cc2ccccc2)nc1-c1cccnc1	2.9
Cc1cccc(/C=N/NC(=O)CNc2cccc3ccccc23)n1	-2.4
COCCNC(=O)C1c2cc(OC)c(OC)cc2C(=O)N(C)C1c1cccnc1 (configuration not stated)	3.0
CCc1ccc(OC(=O)/C=C/c2ccco2)cc1	-0.4
CCOC(=O)NC1(NCc2ccccc2)Oc2ccccc2O1	6.4
CCCCn1c(N)c(N(CC(C)C)C(=O)C2CC(=O)N(c3ccc(C)cc3)C2)c(=O)[nH]c1=O (configuration not stated)	0.4

# Arranged by value in TTR transcr act (descending): some entries from above
Compound | TTR transcr act
CC(C)Cc1nc(N2CCCCC2)c(C#N)c2c1CCC2 | 1.6
Cc1cc(=O)[nH]c(N/N=C/c2c[nH]c3ccccc23)n1 | 1.4
CCCCC(O)(CCCC)C(=O)NNc1ccccc1 | 0.8

# Bioassay records from PubChem.

# This is a subset; the hit share may differ from the screen's.
